TRPC6 act – activators of mouse TRPC6 channel; Q61143; HEK293-TRPC6 membrane potential dye fluorescence; active compounds read high; B-score at 10 µM; actives 0.13% (n = 310,000); AID 2550;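 active means B-score of the integrated fluorescence ratio above library mean plus 3 SD, and starting fluorescence ratio within library mean plus 5 SD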;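 further: higher score means more depolarization so channel activation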
TRPC6 inh – mouse TRPC6 channel inhibition. actives 1.1% (n = 310,000). HEK293-TRPC6, membrane potential dye, ACh-evoked depolarization; active compounds read low. B-score at 10 µM. Q61143;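 active means B-score under library mean minus 3 SD, initial fluorescence not abnormally high, positive integrated signal ratio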;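 further: B-score derived from integrated fluorescence ratio over the kinetic read; more negative B-score means stronger inhibition of depolarization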
ANO1 activ – activators or potentiators of mouse TMEM16A chloride channel; HEK293 TMEM16A/YFP-H148Q/I152L, iodide quench fluorescence; active compounds read low; B-score at 10 µM; actives 0.3% (n = 340,000); Q8BHY3;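 active means fluorescence-ratio B-score plate-corrected deviation score at least 3 library SD below zero, with starting fluorescence score within 5 deviations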;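 further: channel opened by trigger with iodide after compound preincubation; score built on the fluorescence ratio of max minus min over baseline; more negative score means more quench and so TMEM16A activation or potentiation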
TRPC4 block – TRPC4 (mouse) channel inhibition; B-score at 10 µM; AID 2247; actives 0.39% (n = 300,000); HEK293 TRPC4beta/mu-opioid, DAMGO-evoked Fluo4 calcium flux; active compounds read low;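 active means B-score over 3 SD under the library average, no early fluorescence shift, positive overall ratio signal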
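Test system – stable TRPC4beta/mu-opioid receptor HEK293 cells · Probe or stimulus – DAMGO, a submaximal dose followed by a maximal one · Dosing – one concentration per compound · Signal – Fluo4 calcium fluorescence by kinetic imaging, 5 s 1 Hz baseline · Evaluation – per-well B score of integrated baseline-normalized Fluo4 ratio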
MrgX1 antag – human MrgX1 receptor antagonism, primary screen; Q96LB2; MRGX1-HEK293 calcium flux, Fluo-4, BAM8-22 antagonism; active compounds read low; B-score at 10 µM; actives 1.3% (n = 310,000); AID 588676;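 active means calcium-response B-score plate-corrected more than 3 library SD below zero, starting fluorescence within 5 deviations, no agonist response on first addition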;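 further: peak minus trough fluorescence over baseline after final BAM8-22 challenge near maximal dose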
Target sequence (Q96LB2 whole entry, looked up): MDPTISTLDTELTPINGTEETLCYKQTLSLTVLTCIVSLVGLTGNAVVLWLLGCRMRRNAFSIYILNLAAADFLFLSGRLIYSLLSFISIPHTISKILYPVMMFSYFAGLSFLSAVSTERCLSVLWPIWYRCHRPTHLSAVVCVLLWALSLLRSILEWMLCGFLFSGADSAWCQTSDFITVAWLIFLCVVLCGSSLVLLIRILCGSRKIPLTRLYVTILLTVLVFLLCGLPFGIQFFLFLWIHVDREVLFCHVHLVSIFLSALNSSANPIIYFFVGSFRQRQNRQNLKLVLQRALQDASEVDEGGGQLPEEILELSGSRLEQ
RGS4 inh – inhibitors of human RGS4; B-score at 10 µM; AID 463165; HEK293 M3R/RGS4 inducible, Fluo-4 calcium flux; active compounds read high; triggered by carbachol at its EC20; actives 0.45% (n = 310,000);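 active means B-score, a plate-corrected calcium signal, over three deviations above library mean, with baseline fluorescence within five deviations of library mean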;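 further: RGS4 expression induced by doxycycline in cells with stable M3 receptor; B-score is computed from the integrated fluorescence ratio over baseline after carbachol; higher B-score means a larger calcium signal and so more RGS4 inhibition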
Target sequence (P49798 whole entry, looked up): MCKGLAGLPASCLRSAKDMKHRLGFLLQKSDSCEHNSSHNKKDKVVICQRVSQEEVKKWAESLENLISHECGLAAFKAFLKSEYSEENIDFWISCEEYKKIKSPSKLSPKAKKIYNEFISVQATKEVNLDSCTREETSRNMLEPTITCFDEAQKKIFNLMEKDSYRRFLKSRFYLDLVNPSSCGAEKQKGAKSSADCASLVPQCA
TRPC4 agonist – opens the mouse TRPC4 cation channel; B-score at 10 µM; actives 0.49% (n = 310,000); HEK293 TRPC4beta/mu-opioid, Fluo4 calcium fluorescence; active compounds read high; Q9QUQ5;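 active means B-score above 5 SD of library B-scores, and initial fluorescence ratio not above library mean plus 5 SD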;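 further: positive B-score marks a calcium rise read as TRPC4 activation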
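Material: TRPC4beta and mu-opioid receptor HEK293 stable cells | Incubation: 45 min room-temperature Fluo4 loading, 110 s read | Detection: Kinetic Fluo4 calcium fluorescence | Measure: Integrated baseline-normalised fluorescence ratio, converted to per-well B score | Benchmarks: Low control buffer alone, high control maximal DAMGO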
TMEM16A inh – blocks the mouse calcium-activated chloride channel TMEM16A. Q8BHY3. HEK293 TMEM16A/YFP iodide influx fluorescence, ionomycin. normalized B-score (activity score, 25-100; higher = stronger inhibition) at 10 µM. actives 1.2% (n = 310,000);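 active means ratio plate-corrected score three or more library SD toward inhibition, starting fluorescence score within five deviations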;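 further: score derived from kinetic fluorescence span divided by baseline fluorescence per well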
MrgX1 allo act – human MrgX1 positive allosteric modulation, primary screen. Q96LB2. MrgX1-HEK293, Fluo-4 calcium flux, FDSS; active compounds read high. B-score at 10 µM. actives 0.63% (n = 310,000);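 active means plate-corrected calcium response at least 3 library SD above typical, normal starting fluorescence, not activating the receptor alone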;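 further: compound read alongside a low EC10 to EC30 dose of BAM8-22 agonist; peak minus trough fluorescence over baseline measured at the second addition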
MrgX1 agonist – activates human MrgX1 receptor signaling; MrgX1-HEK293 cells, Fluo-4 calcium fluorescence, agonist mode; active compounds read high; B-score at 10 µM; actives 0.44% (n = 310,000); Q96LB2;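 active means calcium response B-score plate-corrected fluorescence ratio at least 3 library SD, with starting fluorescence B-score inside 5 SD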
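Test system: Stable human MrgX1 HEK293 cell line | Schedule: Overnight plating before 1 h dye loading | Read-out basis: Baseline-normalised fluorescence change ratio, B-scored | Detection: Kinetic calcium dye fluorescence, Fluo-4 NW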
TRPC4 potent – TRPC4 (mouse) allosteric potentiation | B-score at 10 µM | HEK293 TRPC4beta/mu-opioid, DAMGO EC20, Fluo-4 Ca2+ flux; active compounds read high | Q9QUQ5 | actives 0.42% (n = 310,000);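 active means B-score of calcium response area above 5 SD of library B-scores, with initial fluorescence ratio within 5 SD of library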;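 further: B-score of integrated fluorescence ratio over time as area under calcium response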
Active calls of the source: *; i = inactive; x = not tested or not shown.

SMILES	TRPC6 act	TRPC6 inh	ANO1 activ	TRPC4 block	MrgX1 antag	RGS4 inh	TRPC4 agonist	TMEM16A inh	MrgX1 allo act	MrgX1 agonist	TRPC4 potent
O=C(NC1CCN(Cc2ccccc2)CC1)C1CCCN(c2nnc(-n3cccc3)s2)C1 (configuration not stated)	i	i	i	i	i	i	i	i	i	i	i
CCO/N=C(\C)c1c(O)cc(C(C)C)n(-c2ccccc2)c1=O	i	i	i	i	i	i	i	i	i	i	i
CC(=O)OCC(=O)C1=CCC2C3CCC4=CC(=O)C=CC4(C)C3(F)C(OC(C)=O)CC12C (configuration not stated)	i	i	i	i	i	i	i	i	i	i	i
O=C1c2[nH]nc(-c3ccccc3O)c2C(c2cccc(O)c2)N1Cc1ccco1 (configuration not stated)	i	i	i	i	i	i	i	i	i	i	i
Cn1/c(=N\NC(=O)c2ccccc2Cl)sc2ccccc21	i	i	i	i	i	i	i	i	i	31*	i
CCOc1ccc(C(=O)C[n+]2ccc(C(=O)NCc3ccccc3)cc2)cc1	i	i	i	i	i	i	i	i	i	i	i
Cc1cccc(C(=O)Nc2oc(-c3ccccc3)cc2C#N)c1	i	i	i	i	i	i	i	i	i	i	i
O=C(NCc1ccco1)C(c1cccnc1)N(C(=O)Cn1nnc2ccccc21)c1ccccc1 (configuration not stated)	i	i	i	i	i	i	i	i	i	i	i
COc1ccccc1CC(=O)Nc1cccc(C(=O)NN2C(=O)c3ccccc3C2=O)c1	i	i	i	i	i	i	i	i	i	i	i
Cc1cc(C)c(S(=O)(=O)N2CCCCC2CCNC(=O)C(=O)NCc2ccco2)c(C)c1 (configuration not stated)	i	i	i	i	i	i	i	i	i	i	i
CC(=O)c1cccc(NC(=O)N2CCC(NC(=O)C3CCCCC3)CC2)c1	i	i	i	i	i	i	i	i	i	i	i
COc1cccc(C2CC(=O)Nc3cc4c(cc32)CCC4)c1 (configuration not stated)	i	i	i	i	i	i	i	i	i	i	i
O=C(CSc1nnc(-c2ccc(C(F)(F)F)cn2)o1)Nc1cccc(Cl)c1	i	i	i	i	i	i	i	i	i	i	i
Cn1c2c(c(=O)n(C)c1=O)C1c3cc(Cl)ccc3OCC1CO2 (configuration not stated)	i	i	i	i	i	i	i	i	i	i	i
CN1C(=O)c2ccccc2C(C(=O)NCc2ccco2)C1c1c[nH]c2ccccc12 (configuration not stated)	i	i	i	i	i	i	i	i	i	i	i
Cc1[nH]c2ccccc2c1Cc1nnc(SCc2ccccc2)o1	i	i	i	i	i	i	i	i	i	i	i
CC(C)CNC(=O)CC(=O)N/N=C/c1ccc(F)cc1	i	i	i	i	i	i	i	i	i	i	i
Cc1ccccc1NC(=O)c1ccc(NC(=O)c2ccco2)cc1	i	i	i	i	i	i	i	i	i	i	i
COC(=O)c1cc2ccccc2n1Cc1ccc(Cl)nc1	i	i	i	i	i	i	i	i	i	i	i
COc1cc(OC)cc(-c2nnc(NC(=O)c3ccc4c(c3)OCCO4)o2)c1	i	i	i	i	i	i	i	i	i	i	i
O=c1[nH]n(-c2ccc([N+](=O)[O-])cc2)c(=O)c2ccccc12	i	i	i	i	i	i	i	i	i	i	i
Cc1cc(C(=O)O/N=C(\N)c2ccc(C(C)(C)C)cc2)no1	i	i	i	i	i	i	i	i	i	i	i
CCCOc1ccc(-c2nc(SCc3ccccc3)[nH]c(=O)c2C#N)cc1OC	i	i	i	-7*	i	i	i	100*	i	i	i
O=C(CNC(=O)c1cccc(Br)c1)N/N=C/c1cccnc1	i	i	i	i	i	i	i	i	i	i	i
CC(C)(C)C(=O)Nc1c(Cl)cccc1OC(F)(F)F	i	i	i	i	i	i	i	i	i	i	i
O=C(NNc1cccc(Cl)n1)Nc1cccc(Cl)c1	i	i	i	i	i	i	i	i	i	i	i
CCOC(=O)/C(C#N)=C1/C=CNC(=O)N1	i	i	i	i	i	i	i	i	i	i	i
O=c1ccc2cc(S(=O)(=O)NCc3ccccc3)ccc2[nH]1	i	i	i	i	i	i	i	i	i	i	i
COc1cc2cc(CN(Cc3nnnn3Cc3ccccc3)CC3CCCO3)c(=O)[nH]c2cc1OC (configuration not stated)	i	i	i	i	x	i	i	x	x	x	i
Cc1ccc2c(c1)C1CN(C)CCC1N2C(=O)c1ccc(Cl)c(S(=O)(=O)N2CCOCC2)c1 (configuration not stated)	i	i	i	i	i	i	i	i	i	i	i
COc1ccccc1C(=O)Nc1cc(Cl)ccc1O	i	i	i	i	i	i	i	i	i	i	i
Cc1ccc(C(=O)N/C(=C/c2ccco2)C(=O)NCCc2c[nH]c3ccccc23)cc1	i	i	i	i	i	i	i	i	i	i	i
CC(C)(C)C(=O)/C=c1\s/c(=C\c2ccc(-c3ccc([N+](=O)[O-])cc3)o2)c(=O)n1CC(=O)NC(N)=O	57*	i	i	i	i	i	62*	i	i	82*	21*
CCn1c(SCC(=O)c2c[nH]c3ccccc23)nnc1-c1cccs1	i	i	i	i	i	i	i	i	i	i	i
CCSc1ncc(C#N)c(=O)[nH]1	i	i	i	i	i	i	i	i	i	i	i
CC(=O)c1c(C(C)=O)c(C)n(NC(=O)c2ccc(Cl)cc2)c1C	i	i	i	i	i	i	i	i	i	i	i
CN(C)S(=O)(=O)N1CCC(Oc2cccc(C(=O)N3CCCCCC3)c2)CC1	i	i	i	i	i	i	i	i	i	i	i
Cc1ccc(CC(=O)Nc2nc3ccccc3s2)cc1	i	i	i	i	i	i	i	i	i	i	i
Cc1cccn2c(=O)c3cc(C(=O)NCC4CCCO4)c(=N)n(CCN4CCOCC4)c3nc12 (configuration not stated)	i	i	i	i	i	i	i	i	i	i	i
CCOC(=O)CSC1=C(C#N)C(c2ccc(Cl)cc2)CC(=O)N1 (configuration not stated)	i	i	i	i	i	i	i	i	i	i	i
CCc1noc(C)c1C(=O)OCC(=O)c1ccccc1OC	i	i	i	i	i	i	i	i	i	i	i
CCCCC(=O)Nc1nnc(SCC(=O)NC2CCCC2)s1	i	i	i	i	i	i	i	i	i	i	i
Cc1cnccc1CNC(=O)CC1C(=O)NCCN1CC(C)(C)C (configuration not stated)	i	i	i	i	i	i	i	i	i	i	i
Cc1cc(N)n(Cc2cccs2)n1	i	i	i	i	i	i	i	i	i	i	i
COC(=O)c1cc(S(=O)(=O)NCC2CCN(Cc3ccc(C)cc3)CC2)c[nH]1	i	i	i	i	i	i	i	i	i	i	i
CCn1c(SCC(=O)NCc2ccco2)nc2c1c(=O)n(C)c(=O)n2C	i	i	i	i	i	i	i	i	i	i	i
CC(CC(=O)N1CCN(c2ccccc2F)CC1)c1ccccc1 (configuration not stated)	i	i	i	i	i	i	i	i	i	i	i
CCOC(=O)c1sc(-c2cccs2)nc1C	i	i	i	i	i	i	i	i	i	i	i
COc1ccc(NC(=O)CN(C)C(=O)c2ccc(COc3ccccc3)o2)cc1	i	i	i	i	i	i	i	i	i	i	i
COc1ccc(C(=O)OCC(=O)NC(C)CCc2ccccc2)cc1 (configuration not stated)	i	i	i	i	i	i	i	i	i	i	i
Cc1cc(C)n(-c2ccc(Cl)c(C(=O)O)c2)n1	i	i	i	i	i	i	i	i	i	i	i
COc1ccc(C(=O)N2N=C(c3cccc(NS(C)(=O)=O)c3)CC2c2cccs2)cc1 (configuration not stated)	i	i	i	i	i	i	i	i	i	i	i
Cc1ccc(N2C(=O)c3ccccc3C2Nc2ccccc2F)nc1 (configuration not stated)	i	i	i	i	i	i	i	i	i	i	i
Cc1ccccc1-c1nnc(CN2CCC(C)CC2)o1	i	i	i	i	i	i	i	i	i	i	i
CC(C)(C)c1ccc(C(=O)NN2CCOCC2)cc1	i	i	i	i	i	i	i	i	i	i	i
COc1cc(CNC(=O)C2CC2)ccc1OCc1ccccc1	i	i	i	i	i	i	i	i	i	i	i
C=C1CCN([C@H](C(=O)OCc2ccc(C)cc2)C(C)C)S(=O)(=O)c2ccccc21	x	x	i	x	i	x	x	i	i	i	x
N#CC(=C1SC=CS1)c1nc(-c2ccccc2)cs1	i	i	i	i	i	i	i	i	i	i	i
O=C(/C=C/c1ccco1)Nc1nc(-c2ccc(F)c(F)c2)cs1	i	i	x	i	i	i	i	i	i	i	i
O=C(N/N=C/c1ccccn1)c1ccccc1	i	i	i	i	i	i	i	i	i	i	i

Quoted at random: 2 entries already listed, in no set order.
SMILES	TRPC6 act	TRPC6 inh	ANO1 activ	TRPC4 block	MrgX1 antag	RGS4 inh	TRPC4 agonist	TMEM16A inh	MrgX1 allo act	MrgX1 agonist	TRPC4 potent
CC(=O)c1c(C(C)=O)c(C)n(NC(=O)c2ccc(Cl)cc2)c1C	i	i	i	i	i	i	i	i	i	i	i
Cc1ccc2c(c1)C1CN(C)CCC1N2C(=O)c1ccc(Cl)c(S(=O)(=O)N2CCOCC2)c1 (configuration not stated)	i	i	i	i	i	i	i	i	i	i	i

Next part.
SMILES	TRPC6 act	TRPC6 inh	ANO1 activ	TRPC4 block	MrgX1 antag	RGS4 inh	TRPC4 agonist	TMEM16A inh	MrgX1 allo act	MrgX1 agonist	TRPC4 potent
O=C(OCc1ccccc1)c1cccnc1Cl	i	i	i	i	i	i	i	i	i	i	i
O=C(N/N=C\c1cn(-c2ccccc2)nc1-c1ccccc1)c1ccc(Br)o1	i	i	i	i	i	i	i	i	i	i	i
C=C(C)Cn1c(SCC(=O)N/N=C/c2c(O)ccc3ccccc23)nc2ccccc2c1=O	i	i	i	i	i	i	i	i	i	i	i
Cc1ccc2c(c1)c1c(n2CC(O)CN2C(=O)CNC2=O)C(=O)CCC1 (configuration not stated)	i	i	i	i	i	i	i	i	i	i	i
CCOC(=O)CCc1c(C)nc(SCC(=O)O)c(C#N)c1C	i	i	i	i	i	i	i	i	i	i	i
C=CCn1c(SCC(N)=O)nnc1-c1ccccc1O	i	i	x	i	i	i	i	i	i	i	i
CC(=O)Nc1ccc(NC(=O)Nc2ccc(C)cc2C)cc1	i	i	i	i	i	i	i	i	i	i	i
Cc1ccc2nc(NC(=S)NC(=O)c3ccc(OC(C)C)cc3)sc2c1	i	i	i	i	i	i	i	i	i	i	i
CCC(Sc1nc2ncccc2[nH]1)C(=O)NCCc1ccccc1 (configuration not stated)	i	i	i	i	-8.7*	i	i	i	i	i	i

Bioassay records as filed in PubChem BioAssay.
